# From PubChem
# SENP8 block-1: SENP8 protease inhibition | Q96LD8 | purified SENP8, Z-RLRGG-aminoluciferin cleavage, luminescence | inhibition, % at 10 µM | 330,000 compounds, 1.2% hits | AID 2540; in the data active means inhibition above about 50%
# Target sequence (Q96LD8 whole entry, looked up): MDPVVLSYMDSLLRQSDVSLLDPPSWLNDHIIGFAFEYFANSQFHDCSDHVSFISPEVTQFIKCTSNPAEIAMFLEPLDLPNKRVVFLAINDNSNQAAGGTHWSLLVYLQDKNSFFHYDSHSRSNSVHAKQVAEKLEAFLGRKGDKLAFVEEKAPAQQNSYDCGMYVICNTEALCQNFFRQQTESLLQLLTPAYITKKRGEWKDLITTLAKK
# SENP1 inh: inhibitors of human SENP1 SUMO protease catalytic domain. recombinant SENP1 catalytic domain, CyPet-SUMO1-YPet FRET cleavage. 360,000 compounds, 0.21% hits. Q9P0U3. inhibition, % at 10 µM;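 active means inhibition at least 30% at 10 µM, raw YFP signal under a set limit, fluorescence ratio 0.5 to 1.5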;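 further: 0% = enzyme with DMSO and 100% = no enzyme wells; some results filed as inactive read as strong as hits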
#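 material = recombinant human SENP1 catalytic domain, His6-tagged | quantity = 20 pM enzyme | reagent = 25 nM SUMO1 FRET substrate | compound dosing = 10 µM single point, 0.5% DMSO | timing = 50 min enzyme reaction, room temperature, light-protected | detection = FRET, CFP and YFP emission | control set = no-enzyme low, enzyme-DMSO high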
# SENP6 block: blocks the human protease SENP6; Recombinant SENP6 catalytic domain, aminoluciferin luminescence; Q9GZR1; AID 2599; 330,000 compounds, 1.8% hits; inhibition, % at 10 µM;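 active means inhibition above about 50% at the single tested dose, limit read from the data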;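 further: plate controls were DMSO wells with enzyme for no effect and DMSO wells lacking enzyme for full effect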
# Target sequence (Q9GZR1 628-1112 limits assumed): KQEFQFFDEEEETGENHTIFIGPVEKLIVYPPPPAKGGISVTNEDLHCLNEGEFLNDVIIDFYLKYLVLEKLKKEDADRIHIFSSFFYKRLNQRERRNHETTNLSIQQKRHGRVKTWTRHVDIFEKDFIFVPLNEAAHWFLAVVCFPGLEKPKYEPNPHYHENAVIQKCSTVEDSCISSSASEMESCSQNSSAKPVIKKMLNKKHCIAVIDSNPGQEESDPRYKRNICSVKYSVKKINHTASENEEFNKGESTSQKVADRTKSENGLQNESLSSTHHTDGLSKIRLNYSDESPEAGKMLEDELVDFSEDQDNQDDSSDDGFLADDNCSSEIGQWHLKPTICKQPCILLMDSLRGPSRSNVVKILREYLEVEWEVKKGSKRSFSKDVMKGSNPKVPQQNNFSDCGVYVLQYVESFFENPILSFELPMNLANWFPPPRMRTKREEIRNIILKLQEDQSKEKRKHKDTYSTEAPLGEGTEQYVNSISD
# SENP8 block-2: inhibitors of human SENP8 protease | recombinant SENP8, Nedd8 substrate fluorescence | inhibition, % at 20 µM | 360,000 compounds, 0.64% hits | AID 602440; in the data active means inhibition mostly above about 40%, no sharp cut-off; inactive means mostly below about 27%
# Apaf1 inhib: blocks human Apaf-1 apoptosome activity; reconstituted apoptosome caspase-3 activity, DEVD-Rh110 fluorescence; inhibition, % at 20 µM; 330,000 compounds, 0.71% hits; AID 489030; active means inhibition of at least 40% at 20 µM;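 further: plate controls were DMSO wells for no effect and DEVD-CHO caspase inhibitor wells for full effect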
#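 Material: reconstituted apoptosome with Apaf-1, cytochrome c, caspase-9, procaspase-3, dATP; medium: pH 7.5 Hepes buffer with CHAPS, BSA, DTT; also added: cytochrome c and DEVD-Rh110 substrate; timing: 30 min plus 50 min, RT; signal: Rh110 fluorescence intensity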
# HKDC1 inhibitor: HKDC1 (human) hexokinase inhibition; Q2TB90; recombinant HKDC1, G6PDH/diaphorase resazurin coupled fluorescence; inhibition, % at 20 µM; 340,000 compounds, 0.16% hits; AID 493160;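 active means inhibition above about 35% when tested at 20 µM, limit read from the data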;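 further: plate controls were DMSO wells with enzyme for no effect and DMSO wells lacking enzyme for full effect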
#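 Test system: HK5 enzyme. Quantity: 5 µg/mL HK5 final. Reagent: glucose and ATP substrates. Schedule: 90 min reaction incubation at room temperature, dark. Technique: resazurin-to-resorufin fluorescence via G6PDH and diaphorase coupling, 525/613 nm. Control set: DMSO wells with and without enzyme mix.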
# SENP7 block: blocks the human protease SENP7; recombinant SENP7, Z-RLRGG-aminoluciferin luminescence, 40 min; 330,000 compounds, 1.5% hits; inhibition, % at 5 µM;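 active means inhibition above about 50% at the single test dose, limit read from the data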;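 further: plate controls were DMSO with enzyme for no effect and no enzyme buffer wells for full effect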
# Target sequence (Q9BQF6 706-1050 limits assumed): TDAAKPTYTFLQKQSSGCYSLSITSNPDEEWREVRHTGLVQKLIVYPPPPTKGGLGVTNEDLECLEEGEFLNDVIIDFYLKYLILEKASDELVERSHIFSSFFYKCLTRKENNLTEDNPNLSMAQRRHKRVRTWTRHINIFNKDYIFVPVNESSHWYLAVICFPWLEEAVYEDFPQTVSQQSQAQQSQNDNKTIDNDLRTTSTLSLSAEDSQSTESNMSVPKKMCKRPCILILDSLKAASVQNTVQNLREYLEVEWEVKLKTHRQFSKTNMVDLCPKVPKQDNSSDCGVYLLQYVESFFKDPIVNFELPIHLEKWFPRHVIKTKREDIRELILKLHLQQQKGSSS
# PfG6PD inh: PfG6PD (Plasmodium falciparum) enzyme inhibition | PfGluPho enzyme, NADPH resazurin-diaphorase fluorescence | inhibition, % at 20 µM | 350,000 compounds, 0.78% hits;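 active means inhibition reaching at least a set limit at 20 µM in the primary screen, cut at about 59% in these data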;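 further: 0% = DMSO wells with substrate and 100% = DMSO wells lacking glucose-6-phosphate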
# Starred values were filed as active, the others as inactive; . = no result given.
SMILES,SENP8 block-1,SENP1 inh,SENP6 block,SENP8 block-2,Apaf1 inhib,HKDC1 inhibitor,SENP7 block,PfG6PD inh
O=C(CSc1nnnn1-c1ccccc1)N1CCNC1=O,-1,1,-13,6,0,3,0,4
CC(C(=O)N1CCCCCC1)c1ccc([N+](=O)[O-])cc1 (configuration not stated),-10,2,6,15,-8,9,-4,-11
CCc1nnc(NS(=O)(=O)c2ccc(NC(=O)c3ccccc3O)cc2)s1,0,-1,-4,-290,15,-1,10,-29
CC(=O)c1cc(CN2CCC(N3CCC(C(=O)NC(C)C)CC3)CC2)cs1,-3,-2,-13,15,1,-2,6,-3
COc1ccc(N2CCN(C(=O)c3cc(S(=O)(=O)N4CCCCCC4)ccc3OC)CC2)cc1,14,0,-5,19,14,6,3,-10
COc1ccc(NC(=O)N/C=C/c2ccco2)cc1,10,0,3,-3,-10,0,6,15
CC(C)C(NC(=O)CCN1C(=O)c2ccccc2C1=O)c1ccccc1 (configuration not stated),-2,2,-8,10,-9,-4,-5,-3
CCc1ccc(CN(C(=O)c2cc3ccccc3oc2=O)C2CCS(=O)(=O)C2)cc1 (configuration not stated),6,1,22,-5,14,-2,-9,-7
c1ccc(CCn2cccc2)nc1,.,-2,.,-2,.,-5,.,7
CC(C)C(C(=O)NC1CCCC1)N(Cc1ccco1)C(=O)CNS(=O)(=O)c1ccccc1 (configuration not stated),-7,2,-4,16,-6,-5,-3,-12
CCCCn1c(N)c(N(CCOC)C(=O)CCc2ccc(OC)cc2)c(=O)[nH]c1=O,0,3,5,8,-2,-8,1,-14
CSc1nc2c(c(C(F)(F)F)n1)CC(C)CC2 (configuration not stated),0,-2,1,5,-6,-2,0,14
CCC(C)C(NS(=O)(=O)c1ccc(C)cc1)C(=O)O (configuration not stated),-3,-2,5,18,-2,-2,4,-4
Cc1ccc(C(=O)Nc2scc(-c3ccccc3)c2C(=O)O)cc1,93*,-2,94*,-153,10,3,70*,105*
O=C(NCc1ccco1)c1ccccc1NC(=O)C1CC(=O)N(c2ccc(Cl)cc2)C1 (configuration not stated),5,-1,8,-14,8,-4,5,11
COc1cccc(NC(=O)COc2ccc(N3CC(C(=O)NCC(C)C)CC3=O)cc2)c1 (configuration not stated),-6,2,-12,19,-3,0,-4,-17
Cc1ccc2cc(CN(c3ccccc3)S(=O)(=O)c3ccccc3)c(=O)[nH]c2c1,-2,-2,-13,-68,17,12,5,-16
CS(=O)(=O)Nc1ccccc1C(=O)c1ccccc1,-8,3,-6,-6,8,-4,-13,-7
COc1ccccc1NC(=O)CSC1=NC(=O)C(Cc2ccccc2)C(=O)N1 (configuration not stated),7,-2,2,7,-5,-4,1,4
COc1ccc(C2c3[nH]c4ccccc4c3C[C@H]3C(=O)N(C4CCN(Cc5ccccc5)CC4)CC(=O)N23)c(OC)c1 (some centres not stated),5,-12,9,11,27,3,4,5
Cc1cc(C)n(-c2ccc(Cl)c(C(=O)Nc3ccc(OC(F)(F)F)cc3)n2)n1,-2,4,-20,7,-1,-5,-5,-12
CCN(C(=O)COC(=O)CSc1ccc([N+](=O)[O-])cc1)C1CCS(=O)(=O)C1 (configuration not stated),-4,5,8,-1,-5,0,-9,60*
O=C(NCc1nc2ccccc2[nH]1)C1=C[C@@H](c2ccccc2)C[C@@H](OCc2ccc(CO)cc2)O1,-8,1,-12,8,18,2,0,5
O=c1c(-c2ccc(O)cc2)coc2cc(OC3OC(CO)C(O)C(O)C3O)cc(O)c12 (configuration not stated),-16,-1,-5,22,10,2,-13,-8
Cc1ccc(NC(=O)CCN2C(=O)C3CCCCC3C2=O)c(O)c1 (configuration not stated),2,-1,-5,6,-3,-4,-3,-1

# Compound profiles, as listed above. Screens in order: SENP8 block-1, SENP1 inh, SENP6 block, SENP8 block-2, Apaf1 inhib, HKDC1 inhibitor, SENP7 block, PfG6PD inh
# `COc1ccc(C2c3[nH]c4ccccc4c3C[C@H]3C(=O)N(C4CCN(Cc5ccccc5)CC4)CC(=O)N23)c(OC)c1` (some centres not stated) in the list: 5, -12, 9, 11, 27, 3, 4, 5
# `Cc1ccc(C(=O)Nc2scc(-c3ccccc3)c2C(=O)O)cc1` in the list: 93*, -2, 94*, -153, 10, 3, 70*, 105*
# `Cc1ccc(NC(=O)CCN2C(=O)C3CCCCC3C2=O)c(O)c1` (configuration not stated) in the list: 2, -1, -5, 6, -3, -4, -3, -1

# Following part
SMILES,SENP8 block-1,SENP1 inh,SENP6 block,SENP8 block-2,Apaf1 inhib,HKDC1 inhibitor,SENP7 block,PfG6PD inh
O=C(CCCCn1c(=O)[nH]c2ccccc2c1=O)NCCc1c[nH]c2ccccc12,-8,1,-5,-6,1,-3,-5,-5
COC(=O)Cn1c(O)c(N=NC(=O)CNC(=O)COc2cccc(C)c2)c2ccccc21,8,4,-7,23,6,-2,3,-8
COC(=O)c1cn(Cc2cccnc2)c(=O)c2ccccc12,-6,2,2,3,6,18,-5,3
COCC(=O)N(C)[C@H]1C[C@H]2c3cc(N4CCN(C)CC4)ccc3CCN2C(=O)[C@H]1[C@H](C)O,.,-1,.,4,.,-5,.,-5
CCOC(=O)N1CCN(Cc2cn[nH]c2-c2ccc(-c3ccccc3)cc2)CC1,-8,0,-1,16,35,-6,-1,-4
CN(Cc1cnn(C)c1)C(=O)c1sc2cccc(Cl)c2c1Cl,0,1,-14,10,10,-3,1,6
Cc1cc(CNC(=O)C2CCC(=O)N(CCc3cccc(F)c3)C2)nn1C (configuration not stated),1,0,-2,2,-17,-6,4,-4
Cc1ccc([C@@H]2CC=C(C(=O)O)[C@H](c3cccc(Cl)c3)N2S(=O)(=O)c2ccccc2C)cc1,-9,-1,-4,8,18,8,-5,-42
C/C(=N/NC(=O)CNC(=O)/C=C/c1ccccc1)c1ccco1,-4,2,24,9,16,-3,-2,-13
Cc1cccc(C)c1NC1=NC(C)(C)N=C(N)N1,-7,-1,-7,17,1,-7,-4,6
CCc1cccc(NC(=O)CN2C(=O)NC3(CCCCCCC3)C2=O)c1,-9,1,-22,12,-2,7,-7,0
C=CCNC(=S)NNC(=O)c1ccc(=O)n(Cc2ccc(Cl)cc2Cl)c1,4,3,-6,5,1,-7,-5,-5
COc1ccc(C=O)cc1Oc1nc(Cl)ncc1F,-2,0,20,-7,-8,-7,2,12
C/C(=N\NC(=O)c1ccc(CN2CCOCC2)cc1)c1ccc([N+](=O)[O-])cc1,3,5,2,14,-10,12,11,12
O=C(Nc1ccc2c(c1)CCC2)c1ccccc1Br,21,2,45,-1,11,10,34,5
O=S(=O)(Cc1cc(Cl)nc(-c2cccnc2)n1)c1ccccc1,3,-11,-8,-10,22,-6,-2,-10
COc1ccc(C2c3ccc(O)cc3Oc3ncn4nc(-c5ccco5)nc4c32)cc1OC (configuration not stated),4,-42,0,2,-5,-4,-2,5
COc1ccc(C(=O)NC(=S)N(CCC(C)C)c2c(N)n(Cc3ccccc3)c(=O)[nH]c2=O)cc1,-8,-5,1,1,12,3,-7,-13
CNC(=S)Nc1cc2oc3ccccc3c2cc1OC,3,3,4,-12,-6,3,1,15
Cc1oc2c(C)c3oc(=O)c(CCC(=O)NCCN4CCOCC4)c(C)c3cc2c1C,7,-18,-4,-162,4,3,2,19
Cc1cccc(CC2S/C(=N/c3cccc(C)n3)NC2=O)c1 (configuration not stated),-1,0,-7,6,-7,-6,0,0
COc1ccccc1-c1cc(C(=O)NCc2cccs2)no1,-7,1,-27,-8,-9,-7,1,-8
Cc1cc(C)nc(SCCC(=O)Nc2ccccc2Cl)n1,-6,1,5,21,-1,-5,4,10
COc1ccc(C2CC(c3ccccc3)=NN2c2ccc(S(N)(=O)=O)cc2)cc1 (configuration not stated),-6,-114,-7,-401,19,18,-5,11
COc1cc(-c2cc(C(=O)NCc3ccc(S(N)(=O)=O)cc3)c3ccccc3n2)cc(OC)c1OC,-2,-1,-16,-324,11,4,-7,-3

# By substructure, the compounds so far with fluorine
SMILES,SENP8 block-1,SENP1 inh,SENP6 block,SENP8 block-2,Apaf1 inhib,HKDC1 inhibitor,SENP7 block,PfG6PD inh
CSc1nc2c(c(C(F)(F)F)n1)CC(C)CC2 (configuration not stated),0,-2,1,5,-6,-2,0,14
Cc1cc(C)n(-c2ccc(Cl)c(C(=O)Nc3ccc(OC(F)(F)F)cc3)n2)n1,-2,4,-20,7,-1,-5,-5,-12
Cc1cc(CNC(=O)C2CCC(=O)N(CCc3cccc(F)c3)C2)nn1C (configuration not stated),1,0,-2,2,-17,-6,4,-4
COc1ccc(C=O)cc1Oc1nc(Cl)ncc1F,-2,0,20,-7,-8,-7,2,12

# (list continues)
SMILES,SENP8 block-1,SENP1 inh,SENP6 block,SENP8 block-2,Apaf1 inhib,HKDC1 inhibitor,SENP7 block,PfG6PD inh
Cc1nnc2ccc(-c3ccc(NS(=O)(=O)c4ccccc4F)cc3)nn12,-11,7,-34,-329,8,12,-12,-14
O=C(O)/C=C/c1ccc(O)c(O)c1,2,-14,-1,-22,15,-5,-4,22
O=C(Nc1cccc2ccccc12)c1ccc([N+](=O)[O-])cc1,-10,0,-7,10,6,-7,-15,18
Cc1sc2nc(-c3ccccc3)[nH]c(=O)c2c1-c1ccccc1,2,.,18,.,5,.,3,.
Cc1ccccc1NC(=S)C1=C(O)c2sccc2N(C)S1(=O)=O,-4,-78,4,-30,3,1,1,12
COc1ccc(CNC(=O)c2ccccc2NC(=O)C2=CSCCO2)c(OC)c1,-9,-1,-6,-41,4,-3,11,8
CN(C)C(=O)c1cc(C(=O)c2ccc(Cl)cc2Cl)c[nH]1,-15,1,-33,11,0,-1,-7,6
C/C(=N\NC(=O)C1CC1)c1ccc(C)cc1C,7,-3,3,13,-27,-3,2,-4
Cc1csc(NC(=O)C2CC(=O)N(Cc3ccco3)C2)n1 (configuration not stated),3,0,9,10,-10,-6,1,-4
CCn1c(SCC(=O)Nc2nccs2)nnc1-c1cccnc1,0,1,6,0,-4,-6,-5,20
O=C(NCc1ccc2c(c1)OCO2)c1cc(Cl)ccc1Cl,-16,0,-10,10,6,0,7,-12
N/C(=N\OC(=O)COc1ccc(Cl)cc1Br)c1ccncc1,.,3,.,18,.,-2,.,4
O=C(NCC1CCCO1)C(=O)N/N=C\c1ccc2c(c1)OCO2 (configuration not stated),-5,3,14,-29,10,0,6,-21
CCS(=O)(=O)N1CCN(C(=O)c2cccs2)CC1,-8,-1,-14,6,-5,-3,-3,3
CSc1cccc(NCc2ccc([N+](=O)[O-])cc2)c1,-3,1,-7,21,9,0,-8,15
O=C(O)CCc1nnc2n(Cc3ccc(F)cc3)c(=O)c3ccccc3n12,2,2,9,17,4,-2,-4,-31
Cn1c(CNc2ccccc2)cc(=O)n(C)c1=O,2,1,-9,14,-2,9,3,-6
CSc1cccc(NC(=S)N2CCC(c3ccccc3)C2)c1 (configuration not stated),-3,2,-16,6,16,-2,3,16
CC1(C)CC(NC(=O)C(C)(C)Oc2ccc(Cl)cc2)CC(C)(C)N1,2,2,8,19,-7,-5,-9,-10
CS(=O)(=O)N1CCN(c2ccc([N+](=O)[O-])c(SCc3ccco3)c2)CC1,1,3,8,22,14,0,1,14
O=C(NC1CCCCC1)C1CCCN(S(=O)(=O)c2cccs2)C1 (configuration not stated),-4,-2,-16,25,-1,-4,-2,16
S=c1nc2[nH]c3ccccc3c2n[nH]1,.,1,.,8,.,-5,.,66*
COc1cccc(CC2(CO)CCCN(Cc3cn[nH]c3C3CCCCC3)C2)c1 (configuration not stated),-6,-2,-2,14,7,-7,7,-8
O=C(Nc1ccccc1C(=O)Nc1ccncc1)c1ccccc1,-2,2,3,-71,3,-2,-4,15
